IL-2 act: IL-2 activation; IL-2 activation reporter assay, cell-based qHTS; stimulated with anti-CD3/CD4/CD28 beads; in transgenic mouse T cells; activation, % (series mostly up to about 46 µM); actives 0.065% (n = 360,000); in the data active means activation above about 50%; inconclusive means mostly about 30% to 49%; further: 0% is about no effect
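EGFP and DsRed fluorescence is measured by plate cytometry in unstimulated transgenic mouse T cells exposed to compound for 60 minutes, then stimulated 18 hours at 37 degrees C with anti-CD3/anti-CD4 beads plus anti-CD28.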
PI5P4K alpha inh: inhibitors of human PI5P4K alpha; PI5P4Kalpha enzyme, ADP-Glo luminescence, 60 min; stronger effect = lower value; max response, %; AID 652105; actives 1.2% (n = 330,000); active means max response of -50% or lower; inconclusive means between -30% and -50%; inactive means -30% or higher; further: value at the top dose of about 77 µM; on the % scale 0 is the no-effect control and ±100 the full control effect
Target sequence (P48426 whole entry, looked up): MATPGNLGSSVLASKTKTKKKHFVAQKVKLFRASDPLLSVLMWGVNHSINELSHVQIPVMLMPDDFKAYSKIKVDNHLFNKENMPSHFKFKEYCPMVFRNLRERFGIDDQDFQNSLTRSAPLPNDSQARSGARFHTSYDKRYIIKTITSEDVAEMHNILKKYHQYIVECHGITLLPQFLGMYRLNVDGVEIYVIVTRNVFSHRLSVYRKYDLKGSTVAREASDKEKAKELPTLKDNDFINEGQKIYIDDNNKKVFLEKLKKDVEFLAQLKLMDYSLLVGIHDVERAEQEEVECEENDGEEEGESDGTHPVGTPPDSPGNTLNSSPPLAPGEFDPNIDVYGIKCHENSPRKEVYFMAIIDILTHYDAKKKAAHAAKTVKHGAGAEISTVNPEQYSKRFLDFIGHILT
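Compounds were pin-transferred onto PI5P4Kalpha and substrate in HEPES pH 7.4 buffer with EGTA, CHAPS and 5% DMSO. ATP (5 microM final) started the reaction, which ran 60 minutes at room temperature before ADP-Glo detection.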
GLP-1R agonist: activates the human GLP-1 receptor; P43220; AID 624172; HEK293 GLP-1R CRE-luciferase, luminescence, 4-6 h; cells express a hypersensitive GLP-1R form; Potency, µM (titrated, usually from 45.6 µM), inactives show at the top dose activation, hits mostly activators; actives 0.007% (n = 380,000); further: potency means the concentration at half of the fitted maximal effect; % of control where 0% means no effect
Target sequence (P43220 whole entry, looked up): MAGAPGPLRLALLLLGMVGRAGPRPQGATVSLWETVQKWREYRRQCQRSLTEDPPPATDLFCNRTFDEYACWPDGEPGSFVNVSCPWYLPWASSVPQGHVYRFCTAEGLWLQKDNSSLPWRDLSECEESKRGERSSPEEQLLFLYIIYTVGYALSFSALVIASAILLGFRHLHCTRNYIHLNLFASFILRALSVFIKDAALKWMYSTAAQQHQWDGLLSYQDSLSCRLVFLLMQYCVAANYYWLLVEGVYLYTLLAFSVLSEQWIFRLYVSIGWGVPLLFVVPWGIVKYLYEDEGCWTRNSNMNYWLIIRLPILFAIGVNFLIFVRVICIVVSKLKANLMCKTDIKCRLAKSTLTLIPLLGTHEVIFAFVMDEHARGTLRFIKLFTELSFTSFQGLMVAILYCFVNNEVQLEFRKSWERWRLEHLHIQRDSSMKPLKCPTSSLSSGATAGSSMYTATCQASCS
GLP-1R inv ag: acts as inverse agonist at human GLP-1 receptor; actives 1.6% (n = 410,000); Potency, µM (titrated, usually from 38.3 µM), for inactives: at the highest dose activity change, negative = inhibition, usual class: inhibitors; P43220; AID 624417; HEK293 GLP-1R CRE-luciferase, luminescence, 24 h; GLP-1R form is constitutively active; further: potency means the concentration at half of the fitted maximal effect; on the % scale 0 is the no-effect control and ±100 the full control effect; nearly all actives have a fitted effect of over 55% in size
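Luminescence readout: a drop in cAMP-driven luciferase signal flags inverse agonism at a constitutively active GLP-1R stably expressed in HEK293. Compound exposure lasted 24 hr at 37 deg C, 5% CO2.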
EPAC1 antag: antagonists of human EPAC1; EPAC1 GEF assay, Rap1b-BODIPY-GDP exchange fluorescence; AID 720709; actives 0.14% (n = 360,000); Potency, µM (series often up to 115 µM), for inactives: top-dose activity change, negative = inhibition, hits mostly inhibitors; O95398;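 further: potency means the concentration at half of the fitted maximal effect; plate controls were vehicle for no effect and positive control for full effect; nearly all actives have a fitted effect of over 50% in size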
PTHR1 agonist: activates the human parathyroid hormone receptor PTHR1; HEK293 GP2 PTHR1 cells, GloSensor cAMP luminescence, 1 h; Potency, µM (series often up to 115 µM), inactives show top-dose activation, hits mostly activators; actives 0.075% (n = 410,000); further: potency means the concentration at half of the fitted maximal effect; nearly all actives have a fitted effect of over 55% in size; some results filed as inactive show a strong effect at the top dose; inactives centre near -15; many of its hits are not listed in these tables
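HEK-293-derived GP2 cells expressing PTHR1 and a GloSensor cAMP reporter, 3,000/well, plated overnight, given luciferin plus IBMX (each 0.5 mM as added) for 1 h at 37 °C, then compound for 1 h at 37 °C. Luminescence was read after 15 min at room temperature.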
HEK293 tox: cytotoxicity counter-screen for GLP-1 receptor inverse agonists | actives 0.13% (n = 410,000) | Potency, µM (doses to about 38.3 µM), for the others: at the top dose activity change, negative = inhibition, most hits filed as inhibitors | HEK293 cAMP-luciferase reporter cells, luminescence, 24 h;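 further: loss of luciferase light is scored as toxicity; potency means the concentration at half of the fitted maximal effect; on the % scale 0 is the no-effect control and ±100 the full control effect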
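To flag toxic compounds, the library was rerun on cells for 24 hr at 37 deg C and 5% CO2. Viability-linked luminescence was captured 12 min after adding luciferase detection reagent.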
EPAC1 ag: agonists of human EPAC1. actives 0.073% (n = 360,000). Potency, µM (highest dose often 154 µM), without a hit: at the top dose activation, actives largely listed as activators. EPAC1 agonist qHTS, biochemical assay; response scale: 100% = response to 6.5 mM cAMP; further: potency means the concentration at half of the fitted maximal effect; nearly all actives have a fitted effect of over 60% in size
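Fluorescent GDP-exchange assay: 100 nM EPAC1 with 250 nM Rap1B preloaded with BODIPY-GDP and 50 uM GDP; compounds tested as concentration series, 5 min at room temperature, then read every 5 min for 30 min (ex 480/em 540 nm); normalized to 6.5 mM cAMP.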
PLK1 PBD block: inhibitors of human PLK1 polo-box domain binding. P53350. Plk1 PBD binding of FITC phosphopeptide, fluorescence polarization. Potency, µM, inactives show max response, negative = inhibition, actives largely listed as inhibitors. actives 2.8% (n = 360,000). AID 720504; further: potency means the concentration at half of the fitted maximal effect; series mostly up to about 57 µM; on the % scale 0 is the no-effect control and ±100 the full control effect; nearly all actives have a fitted effect of over 65% in size
An asterisk follows results filed as active; i = inactive; u = inconclusive; x = no result given; [ ] = dose if it differs, or a comment. Unless noted, the call rests on the fitted dose curve; in most records, active means well fitted curve in the direction sought with a large enough effect; inconclusive means small, poorly fitted or top-dose-only effect, or another doubt; inactive means no such curve, though single readings can be large; an effect the other way counts as inactive or inconclusive. The list is partial; rates above refer to the full screens.

SMILES	IL-2 act	PI5P4K alpha inh	GLP-1R agonist	GLP-1R inv ag	EPAC1 antag	PTHR1 agonist	HEK293 tox	EPAC1 ag	PLK1 PBD block
C/C=C1/C[N+]2(C)CCC34C(=C(C=O)[C@H]1C[C@@H]32)Nc1ccccc14 (stereo not given in full)	-0.4	1	4%	9%	5%	0%	2%	-12%	-16%
CC1=CC(O)C(O)C2(C)C1CC1OC(=O)C(O)C3C(C)C(O)C4(O)OCC13C42 (stereo not given)	-0.6	-1	-24%	0%	7%	-18%	-13%	-5%	3%
C(=NC12CN3CN(CN(C3)C1)C2)c1cccnc1	-2.0	x	0%	0%	4%	-11%[57.5 µM]	2%	3%	-2%
COc1ccccc1N1CCN(S(=O)(=O)CCNC(=O)CCCc2ccccc2)CC1	-0.3	1	14%	u	1%	-28%	3%	12%	-5%
CC1=Nc2cc(C(=O)N3CCC4(CC3)OCCO4)ccc2Sc2ccc(Cl)cc21	-4.7	-1	13%	-19%	-22%	i	-8%	9%	-20%
CC(=O)N1N=C(c2c(O)n(C)c(=O)n(C)c2=O)CC1c1ccccc1 (stereo not given)	0.6	0	-6%	-11%	-7%	-23%	-1%	0%	-7%
C[C@]12CC[C@H](N)CC1=CCC1C2CC[C@@]2(C)C1CC[C@@H]2O (stereo not given in full)	-0.1	2	-1%	u	19%	i	u	-1%	2%
CCN(CC)CCNc1ccc(CO)c2oc3ccccc3c(=O)c12	0.5	1	-2%	u	4%	i	u	-1%	1%
O=C(OCc1ccc([N+](=O)[O-])cc1)c1cc([N+](=O)[O-])ccc1N1CCOCC1	-5.5	5	7%	u	-21%	-28%	u	-3%	-20%
CCCCC1(CCC)C(=O)NC(=S)NC1=O	0.4	0	8%	-28%	-2%	i	-2%	5%	-6%
C=CCN1CCC2(C)c3cc(O)ccc3CC1C2C (stereo not given)	0.1	3	5%	-3%	-4%	4%	0%	-18%	0%
Cc1ccc(NC(=O)[C@@H](NC(=O)N2C[C@H]3C[C@@H](C2)c2cccc(=O)n2C3)C(C)C)cc1	0.1	2	-4%	-12%	3%	-27%	0%	-9%	1%
O=C1c2ccccc2S(=O)(=O)c2cc(C(=O)N3CCN(c4c(Cl)cncc4Cl)CC3)ccc21	-0.7	-1	0%	131%[activator]	4%	-5%	1%	-9%	2%
CCN1CC2(COC(=O)c3ccccc3N)CCC(OC)C34C5CC6C(OC)CC(O)(C5C6OC)C(O)(C(OC)C23)C14 (stereo not given)	0.9	-2	17%	1%	2%	-12%	-1%	7%	-5%
O=C1NCCOC(=O)[C@@H](Cc2ccc(F)cc2)CC/C=C/C[C@H]1CC(=O)N(CCO)Cc1ccccc1	-0.4	3	4%	-28%	-2%	i	-4%	-2%	-4%
C/C1=C\[C@@H](C)C/C=C/[C@H]2[C@@H]3O[C@]3(C)[C@@H](C)[C@H]3[C@H](Cc4c[nH]c5ccccc45)NC(=O)[C@]32C(=O)/C=C/C(=O)[C@@H]1O	-0.3	u	-8%	u	u	-40%[inhibitor]	u	-15%	u
CO[C@H]1C=CCCC=CC(=O)O[C@H]([C@H](C)C(=O)CCCC2CC(=O)NC(=O)C2)C(C)=C[C@@H](C)[C@@H]1O	-0.4	5	0%	26%	12%	10%	2%	-9%	-1%
CCOc1ccc(CN2CCCC(C(=O)c3ccccc3OC)C2)cc1 (stereo not given)	-3.7	9	5%	u	0%	i	-16%	6%	-1%
CC(C)N1CCN(Cc2ccccc2C(F)(F)F)CC1CCO (stereo not given)	3.2	4	3%	-2%[7.66 µM]	-6%	6%	9%[7.66 µM]	-7%	-11%
COc1ccc(-n2c(-c3ccco3)nc3ccccc3c2=O)cc1	1.3	-3	21%	u	-9%	i	-10%	8%	1%
S=P(N1CCOCC1)(N1CC1)N1CC1	-0.4	1	-1%	u	-3%	i	-1%	8%	3%
CC1CCC(C(C)C)C(OC(=O)Cn2c(COc3ccccc3)[n+](C)c3ccccc32)C1 (stereo not given)	-4.8	-2	-5%	u	-2%	-53%[inhibitor]	u	2%	4%
CC[C@H]1CC2CN3CCc4c([nH]c5ccccc45)C(C(=O)OC)(C2)C13 (stereo not given in full)	0.1	-1	-8%	u	-3%	-14%	-1%	-9%	4%
C[C@@H]1CN([C@H](C)CO)S(=O)(=O)c2ccc(C#Cc3ccccc3F)cc2O[C@H]1CN(C)C(=O)c1ccc2c(c1)OCO2	-0.7	-1	1%	u	-2%	-24%	u	-9%	-11%

Nothing new here: an excerpt of the list.
SMILES	IL-2 act	PI5P4K alpha inh	GLP-1R agonist	GLP-1R inv ag	EPAC1 antag	PTHR1 agonist	HEK293 tox	EPAC1 ag	PLK1 PBD block
CC[C@H]1CC2CN3CCc4c([nH]c5ccccc45)C(C(=O)OC)(C2)C13 (stereo not given in full)	0.1	-1	-8%	u	-3%	-14%	-1%	-9%	4%
C[C@@H]1CN([C@H](C)CO)S(=O)(=O)c2ccc(C#Cc3ccccc3F)cc2O[C@H]1CN(C)C(=O)c1ccc2c(c1)OCO2	-0.7	-1	1%	u	-2%	-24%	u	-9%	-11%

(continued)
SMILES	IL-2 act	PI5P4K alpha inh	GLP-1R agonist	GLP-1R inv ag	EPAC1 antag	PTHR1 agonist	HEK293 tox	EPAC1 ag	PLK1 PBD block
O=C1NC(=O)[C@]2(Cc3ccccc3N3CCN(c4ccccc4)CC32)C(=O)N1c1ccccc1 (stereo not given in full)	-1.8	u	8%	0%	u	-6%[57.5 µM]	-5%	-2%	-19%
O=C(CNC(=O)c1ccco1)OCN1C(=O)c2ccccc2C1=O	0.5	2	-15%	-3%	-12%	-32%[inhibitor][57.5 µM]	6%	6%	-10%
O=C1NC(=O)C2(Cc3ccccc3N3CCCC32)C(=O)N1c1ccccc1 (stereo not given)	-1.3	-3	2%	6%	-14%	i	30%[activator]	-5%	-14%
Cc1cc(=O)oc2cc(OCC(=O)N3CCN(Cc4ccccc4)CC3)ccc12	1.7	-3	9%	-14%	3%	-32%	-4%	-10%	7%
C[C@]12CC[C@H](O)CC1=CC(=O)C1C2CC[C@]2(C)C(=O)CCC12 (stereo not given in full)	-0.2	4	-8%	14%	2%	i	1%	2%	0%
CC(C)OC1CCCC(O)C1CC(=O)O (stereo not given)	-0.2	1	2%	-9%	-4%	i	3%	-12%	-1%
C=C1C(O)[C@@H]2O[C@]3(CC[C@H](/C=C/C(C)[C@@H]4CC(C)=CC5(O[C@H](C[C@@](C)(O)C(=O)O)CCC5O)O4)O3)CC[C@H]2O[C@@H]1C(O)CC(C)[C@H]1OC2(CCCCO2)CCC1C (stereo not given in full)	-0.7	-1	-18%	-92%	6%	-53%	-60%	-6%	-17%
O=C(c1ccc(-c2ccccc2)c(F)c1)C1CCCN(CCO)C1 (stereo not given)	0.8	1	13%	u	-8%	i	-1%[7.66 µM]	-1%	-10%
Cc1nc2c(C(=O)N3CCC4(CC3)OCCO4)cnn2c(C)c1Cc1cccc(Cl)c1	-3.0	0	4%	-21%	-9%	i	-4%	2%	-1%
CCN(c1ccccc1)S(=O)(=O)c1ccc(C(=O)NC2CCN(Cc3ccccc3)CC2)cc1	13	8	-2%	u	-3%	-24%	u	-3%	-2%
COC(=O)C1=C(c2ccc(S(C)(=O)=O)cc2)C[C@@H]2CC[C@H]1N2C(=O)N1CCCC1	0.0	4	-3%	9%	5%	-13%	3%	-18%	-3%
c1ccc(CN2CCc3nc4ccccc4cc3C2)cc1	-0.7	2	5%	-10%	-11%	-41%[inhibitor]	-5%	7%	-8%
COC(=O)C12CCc3cc(OC)ccc3C1=CC(=O)C2 (stereo not given)	-2.7	1	-2%	64%[activator]	8%	-16%	4%	5%	-4%
CSCCC(c1nnnn1-c1c(C)cccc1C)N1CCC(n2c(=O)[nH]c3ccccc32)CC1 (stereo not given)	-1.1	1	3%	13%	-9%	-48%[inhibitor]	4%	3%	-2%
c1ccc2c3c([nH]c2c1)CNCC3	0.0	13	0%	-5%	-11%	-20%	3%	-26%	-2%
COc1ccc(N=Cc2c(O)n(-c3ccc(C)cc3)c(=O)[nH]c2=O)cc1	1.4	0	3%	-2%	-7%	i	2%	3%	-4%
O=C1NC(=S)NC(=O)C1=Cc1ccc2c(c1)CCN2CCCCl	-0.9	-92*	-1%	-10%	-26%	-12%	-1%	15%	2.7µM*
COc1ccc(C(=O)Cn2c(NCCCl)nc3ccccc32)cc1	0.1	7	-5%	-10%	13%	-89%[inhibitor]	-7%	13%	0%
Cc1ccc(-n2cc(CNCCc3ncc(C)[nH]3)c(-c3ccc(F)cc3)n2)cc1	-0.6	10	9%	u	3%	i	u	-5%	-6%
NC(Cc1ccc(F)cc1)c1csc(Nc2cnccn2)n1 (stereo not given)	-0.4	-1	1%	-22%	-12%	i	u	5%	0%
Cc1ccc(C2(c3ccc(C)cc3)CC2C(=O)Nc2ccc([N+](=O)[O-])cc2O)cc1 (stereo not given)	-0.5	-12	-39%	4µM*	-21%	-48%[inhibitor]	u	-3%	-2%
COC(=O)CNC(=O)c1cn(CCC#N)nc1-c1ccc(F)cc1	0.1	5	0%	-5%	-3%	i	3%	11%	-1%
O=S(=O)(c1ccc(Cl)cc1)N1CCCCC1c1cccnc1 (stereo not given)	0.0	3	10%	u	5%	i	17%	7%	-3%
CCCCCCC(=O)N/N=C/c1c(O)n(CCCC)c(=S)[nH]c1=O	-5.8	-22	0%	-29%	-10%	-15%	-9%	-20%	-10%
Cc1nc2cc(F)ccc2n1C1CCN(Cc2nnnn2CCc2ccccc2)CC1	-1.8	-12	21%	24%	0%	-7%	7%	4%	-7%
C[n+]1c2n(c3ccccc31)N=C(c1cc(C(C)(C)C)c(O)c(C(C)(C)C)c1)CS2	-0.7	-6	-1%	u	8%	-32%[inhibitor]	u	-4%	3%
Cc1cccc(N=c2oc3cc(O)ccc3cc2C(N)=O)c1	-1.1	-55*	-2%	u	-7%	-18%	x	4%	-5%

Single entries from the list:
CSCCC(c1nnnn1-c1c(C)cccc1C)N1CCC(n2c(=O)[nH]c3ccccc32)CC1 (stereo not given) in PLK1 PBD block: -2%
COC(=O)CNC(=O)c1cn(CCC#N)nc1-c1ccc(F)cc1 in GLP-1R inv ag: -5%

Compound activity as filed in PubChem BioAssay.
